Screening data deposited in PubChem BioAssay by several laboratories.
GLD-1 RNA inh – GLD-1-TGE RNA interaction inhibition (C. elegans). Q17339. purified GLD-1 + fluorescein TGE RNA, fluorescence polarization. inhibition, % at 5.96 µM. 0.44% of 320,000 active. AID 2280;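 active means percent inhibition above a per-plate cutoff, the plate mean of test compounds plus 3 SD, cut at about 30% in these data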;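 further: 0% = DMSO wells with GLD-1 and probe and 100% = wells lacking GLD-1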
Bcl-xL primary – inhibitors of human Bcl-xL | AID 2129 | 0.7% of 320,000 active | GST-Bcl-xL / FITC-Bim BH3 peptide fluorescence polarization | inhibition, % at 10.9 µM | Q07817;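 active means inhibition above the mean of all tested compounds plus 3 SD, cutoff set per campaign, cut at about 30% in these data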;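 further: 0% = DMSO wells and 100% = unlabeled Bim-BH3 peptide competitor; inhibitors lower millipolarization by displacing the labeled peptide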
Target sequence (Q07817 whole entry, looked up): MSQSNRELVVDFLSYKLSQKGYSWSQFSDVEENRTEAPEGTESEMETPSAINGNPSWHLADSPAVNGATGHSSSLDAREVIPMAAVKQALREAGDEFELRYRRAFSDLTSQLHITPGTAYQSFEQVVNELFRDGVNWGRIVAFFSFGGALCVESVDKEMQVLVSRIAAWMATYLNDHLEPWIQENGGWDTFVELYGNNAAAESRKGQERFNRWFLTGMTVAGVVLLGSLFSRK
GRK2 aptamer HTS – human GRK2 inhibition via aptamer displacement. P25098. bead flow cytometry, FAM-aptamer displacement from GRK2. inhibition of aptamer binding, % at 10 µM. 0.59% of 330,000 active;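 active means inhibition of aptamer binding above 40%, roughly 3 SD of noise, on plates passing a quality check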;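 further: median bead fluorescence of bound FAM aptamer so fluorescent compounds give negative values; no value below 0 was filed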
Target sequence (P25098 whole entry, looked up): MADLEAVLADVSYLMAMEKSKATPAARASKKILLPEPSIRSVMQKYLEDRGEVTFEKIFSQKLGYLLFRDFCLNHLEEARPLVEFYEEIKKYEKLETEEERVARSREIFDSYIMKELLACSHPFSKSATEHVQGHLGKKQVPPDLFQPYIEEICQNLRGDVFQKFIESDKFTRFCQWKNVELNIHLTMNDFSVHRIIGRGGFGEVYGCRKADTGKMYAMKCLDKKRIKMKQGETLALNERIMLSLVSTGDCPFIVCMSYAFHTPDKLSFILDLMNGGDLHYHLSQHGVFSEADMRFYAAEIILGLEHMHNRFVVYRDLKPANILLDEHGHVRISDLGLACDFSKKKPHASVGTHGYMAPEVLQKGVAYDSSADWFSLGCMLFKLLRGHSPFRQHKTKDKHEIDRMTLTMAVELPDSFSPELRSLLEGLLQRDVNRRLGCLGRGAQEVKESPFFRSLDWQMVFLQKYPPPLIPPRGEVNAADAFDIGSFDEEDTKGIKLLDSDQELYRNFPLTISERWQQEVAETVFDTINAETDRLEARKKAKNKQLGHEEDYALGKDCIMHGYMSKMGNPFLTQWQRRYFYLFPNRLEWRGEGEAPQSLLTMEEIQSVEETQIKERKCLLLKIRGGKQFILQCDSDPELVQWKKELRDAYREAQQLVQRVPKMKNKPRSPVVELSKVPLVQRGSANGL
CIT2-GFP yeast – alters CIT2-GFP fluorescence in TOR pathway yeast screen | 0.065% of 320,000 active | S. cerevisiae CIT2-GFP strain, flow cytometry, 3 h; 100 means same as DMSO wells | GFP response vs DMSO, % at 10 µM;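 active means GFP response relative to DMSO above a set limit, near the screen mean plus 3 SD, cut at about 150% in these data; inconclusive means Fewer than 70 cells measured for a yeast strain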;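 further: ratio of well median GFP fluorescence to mean of DMSO wells on the plate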
MCL1-BIM inh – MCL1-BIM-BH3 interaction inhibition (human); Q07820; GST-MCL1 / FITC-Bim-BH3 fluorescence polarization; inhibition, % at 10.9 µM; 0.68% of 320,000 active;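 active means inhibition above the mean inhibition of all tested compounds plus 3 SD, set per campaign, cut at about 40% in these data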;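 further: 0% = DMSO wells and 100% = unlabeled Bim-BH3 peptide control; higher means more loss of mP so more displacement of Bim peptide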
VLA-4 inh – inhibition in a human VLA-4 binding assay; P13612; VLA-4 expressing cells, ligand binding flow cytometry; inhibition, % (about 7 µM as worked out from the volumes in the protocol); 0.2% of 330,000 active; in the data active means inhibition above about 50%
MEX-5 binding – C. elegans MEX-5 TCR-2 RNA binding activity; Q9XUB2; MEX-5/FITC-TCR2 RNA binding, fluorescence polarization; stronger effect = lower value; activity score (negative = inhibition of binding), % at 10 µM; 0.38% of 300,000 active; AID 1832;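 active means inhibition past about -25% in most replicates, and total fluorescence under double the plate's negative control median, limit read from the data; inconclusive means replicates evenly split on the limit, or fluorescence at least double controls; inactive means too little inhibition in most replicates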;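 further: 0% = DMSO and -100% = 5 µM competing unlabeled TCR2 RNA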
AGP1-GFP MLPCN – modulators of TOR pathway AGP1-GFP in S. cerevisiae | AID 2066 | 0.02% of 320,000 active | S. cerevisiae AGP1-GFP multiplex flow cytometry, 3 h; GFP as percent of DMSO wells | GFP response vs DMSO, % at 10 µM;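 active means GFP response relative to DMSO above a set limit, near screen average plus 3 SD, cut at about 150% in these data; inconclusive means fewer than 70 cells counted for the yeast strain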;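 further: median GFP channel fluorescence of the gated AGP1 strain per well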
Fam108B inh – Fam108B inhibition, counter-screen for RBBP9 inhibitors | 0.33% of 300,000 active | AID 1947 | inhibition, % at 9.51 µM | recombinant Fam108B, FP-Rh probe fluorescence polarization;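 active means inhibition above the screen mean inhibition plus 3 SD, computed separately per campaign, cut at about 18% in these data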;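 further: inhibitors lower polarization as less probe binds the enzyme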
The depositor's hits bear a star; ? = inconclusive; / = not tested or not shown.

SMILES | GLD-1 RNA inh | Bcl-xL primary | GRK2 aptamer HTS | CIT2-GFP yeast | MCL1-BIM inh | VLA-4 inh | MEX-5 binding | AGP1-GFP MLPCN | Fam108B inh
Cc1nnc(SCC(=O)Nc2ccc(N3CCOCC3)cc2)o1 | -1.4 | -7.3 | 4.0 | 93.4 | -12.2 | -4.9 | -0.6 | 108.1 | -2.1
c1ccc(-c2cn3nc(-c4ccccc4)cnc3n2)cc1 | 3.3 | 2.8 | 5.0 | 72.3 | 4.2 | 4.3 | / | 87.4 | -2.3
Cc1ccc(C2=NOC(C)(c3nnc(-c4ccncc4)o3)C2)cc1 (centres undefined) | -4.9 | -2.3 | 2.0 | 96.8 | 3.4 | 13.7 | -4.0 | 98.0 | -0.4
CC(C)(C)NC(=O)C(c1ccsc1)N(CCc1ccccc1)C(=O)Cn1nnc2ccccc21 (centres undefined) | 2.5 | 0.4 | 2.0 | 86.4 | -3.5 | 13.8 | 0.1 | 89.8 | 0.9
Cc1cccc(OCC(=O)NCC(C)(C)N2CCOCC2)c1 | 4.1 | 0.9 | 0.0 | 90.6 | -2.3 | 13.3 | / | 99.4 | /
O=C(NC(=S)Nc1cccc(O)c1)C1CCCCC1 | 5.8 | / | 0.0 | 104.1 | / | -1.5 | / | 99.8 | /
CN=C(c1ccccc1)c1c(C)cccc1C | 9.7 | 2.7 | 0.0 | 104.6 | 2.9 | -26.4 | 1.1 | 100.7 | 2.0
CSc1ccc(N=Nc2c(C)[nH]n(C)c2=O)cc1 | 0.9 | 1.5 | 1.0 | 85.6 | -0.8 | -1.9 | 0.9 | 89.2 | -0.3
COc1ccc(C(=O)c2ccccc2O)c(O)c1 | 2.2 | -13.6 | 4.0 | 88.8 | -67.5 | 9.2 | / | 87.7 | 5.9
CCn1c(Cc2ccc(OC)cc2)nnc1SCC(=O)N1CCN(c2ccccc2)CC1 | 3.4 | 2.2 | 2.0 | 104.0 | -0.3 | 15.7 | 0.4 | 105.0 | -2.0
C#CCOCCOCCOCCNc1nc(N2CCOCC2)nc(N2CCN(C(=O)[C@H](Cc3cc4ccccc4[nH]3)n3cc([C@@H](N)CC(C)C)nn3)CC2)n1 | -4.7 | 0.0 | / | / | -4.3 | / | 2.2 | / | 1.6
N#CCC(=O)c1sccc1-n1cccc1 | 28.6 | 16.9 | 0.0 | 103.3 | 19.8 | -11.4 | -1.8 | 27.1 | -1.8
O=C(CSc1nnc(Nc2ccccc2)s1)Nc1cccc(S(=O)(=O)N2CCCCC2)c1 | 0.2 | -0.7 | 0.0 | 93.7 | -1.6 | 13.7 | 2.1 | 96.6 | 11.3
CCOC(=O)N1CCN(C(=O)C2CCN(c3nnc(-n4cccc4)s3)CC2)CC1 | 2.5 | -2.0 | 0.0 | 94.3 | -1.0 | 7.3 | 0.5 | 99.7 | 1.4
Cc1c(C(=O)NCC2COc3ccccc3O2)oc2ccc(S(=O)(=O)N3CC(C)CC(C)C3)cc12 (centres undefined) | 10.2 | 5.3 | 16.0 | 100.6 | 5.2 | -15.8 | 1.8 | 92.7 | -7.9
O=C(O)c1ccc(N2CCCCC2)cc1 | 0.0 | 3.6 | 0.0 | 79.1 | 2.8 | -0.3 | 1.3 | 93.6 | 0.6
O=C(Nn1c(=O)[nH]c2ccccc2c1=O)c1ccco1 | 6.9 | 5.1 | 2.0 | 87.6 | -1.3 | 8.9 | -1.2 | 90.2 | 0.4
O=C(NC1CCCCCC1)C1c2ccccc2C(=O)N1C1CC1 (centres undefined) | 0.2 | 1.2 | 1.0 | 99.5 | 3.4 | 15.8 | -0.1 | 97.0 | 2.4
CC(C)[C@H](NC(=O)Nc1ccc(S(N)(=O)=O)cc1)C(=O)O | -12.0 | -5.2 | 0.0 | 89.9 | -4.4 | / | -2.4 | 95.7 | -0.6
N/C(=N\OC(=O)c1ccc2ccccc2c1)c1cccc([N+](=O)[O-])c1 | 4.8 | 3.5 | 0.0 | 103.9 | 1.8 | 7.4 | 2.2 | 93.4 | -7.4
O=C(NC1CCCCC1)c1cc(-c2ccc(Cl)cc2)on1 | 2.0 | -2.4 | 1.0 | 102.3 | -0.1 | -1.4 | 1.5 | 98.2 | 1.6
CCN1CCN(S(=O)(=O)c2ccc(OC)c(NC(=O)c3ccccc3)c2)CC1 | -8.2 | 5.9 | 1.0 | 112.4 | 4.4 | -8.2 | -1.2 | 98.9 | -1.6
Cc1ccc(-c2noc(CSc3nnc(CCc4ccccc4)n3-c3ccccc3)n2)cc1 | 3.6 | -4.3 | 1.0 | 101.8 | -4.5 | 5.1 | -0.3 | 34.5 | 1.2
COc1cccc(C(=O)C2CCCN(Cc3cccc(-n4nc(C)cc4C)c3)C2)c1 (centres undefined) | -1.9 | -0.7 | 1.0 | 106.5 | 2.2 | 12.0 | 1.2 | 100.5 | -4.2
COc1ccc(-c2cc(C(F)(F)F)n3nc(C(=O)N(C)Cc4ccccc4)cc3n2)cc1OC | -0.2 | -9.2 | 4.0 | 75.9 | -4.9 | 10.4 | -1.7 | 34.4 | -11.6
New compounds follow.
SMILES | GLD-1 RNA inh | Bcl-xL primary | GRK2 aptamer HTS | CIT2-GFP yeast | MCL1-BIM inh | VLA-4 inh | MEX-5 binding | AGP1-GFP MLPCN | Fam108B inh
CN1CCCN(C(=O)CC(c2ccccc2)c2ccccc2)CC1 | 5.1 | 9.3 | 0.0 | 104.4 | 0.0 | 12.3 | -2.1 | 101.0 | -1.4
O=C(CN1C(=O)/C(=C\c2cccs2)SC1=S)Nc1cccc(C(=O)O)c1 | 4.3 | 6.1 | 0.0 | 97.0 | 4.6 | -4.0 | -1.0 | 103.6 | -3.1
CC(/C=C/c1ccc2c(c1)OCO2)=N/NC(=O)C1COc2ccccc2O1 (centres undefined) | -3.0 | 3.4 | 0.0 | 102.3 | 3.6 | 8.7 | -9.1 | 100.3 | 3.8
CCn1ccnc1CN1CCC(n2nccc2NC(=O)c2ccccc2OC)CC1 | -0.7 | 2.6 | 4.0 | 102.1 | -2.7 | 12.5 | 0.4 | 101.4 | -1.5
Cc1ccsc1C(=O)C1CCCN(Cc2cc(F)ccc2-n2cccn2)C1 (centres undefined) | -5.3 | -3.8 | 1.0 | 95.4 | -2.6 | 0.0 | -1.6 | 101.1 | 1.6
O=C(COC(=O)c1ccc2ccccc2n1)Nc1ncc(C(F)(F)F)cc1Cl | 8.4 | 3.2 | 2.0 | ? | 11.0 | -4.2 | 0.2 | ? | 0.8
COc1ccc(NC(C)=O)cc1NC(C)C(=O)Nc1ccc(S(=O)(=O)N2CCCCC2)cc1 (centres undefined) | -2.0 | 5.3 | 0.0 | 104.1 | 5.1 | 13.7 | / | 104.9 | /
COc1cccc(NC(=O)CSc2nc3ccccc3c(=O)n2C)c1 | 11.2 | 2.3 | 1.0 | 97.7 | -3.9 | 14.2 | -2.1 | 100.5 | -2.2
CC1CCN(C(=O)c2[nH]cnc2C(=O)N[C@@H](Cc2ccccc2)C(=O)OC(C)(C)C)CC1 | 4.2 | -1.6 | 0.0 | 65.7 | -0.4 | 6.6 | -1.2 | 73.3 | -1.7
O=S(=O)(CCOc1ccccc1)c1nc2ccccc2[nH]1 | 12.4 | 12.0 | 1.0 | 98.2 | 7.3 | -9.6 | -0.9 | 96.2 | 2.7
COc1cc(O)c(C(CC(=O)N2CCCC2)c2cc(OC)c(OC)c(OC)c2)c(OC)c1 (centres undefined) | 1.8 | 4.0 | 0.0 | 92.4 | 0.6 | 6.2 | 0.1 | 89.2 | -0.7
CC1CC(C)CN(C(=O)CN2C(=O)NC(c3ccccc3)(c3ccccc3)C2=O)C1 (centres undefined) | 1.5 | -0.1 | 11.0 | 101.0 | -5.3 | 8.9 | / | 108.6 | /
COc1cccc(CN(C)C(=O)c2cc(S(=O)(=O)NC3CCCCC3)ccc2C)c1 | 5.3 | / | 0.0 | 95.1 | / | 4.1 | / | 101.8 | /
Cn1c(=N)n(CC(O)c2ccccc2)c2ccccc21 (centres undefined) | -0.1 | 3.3 | 0.0 | 87.0 | -4.7 | -1.2 | -2.3 | 88.8 | -3.0
Cc1cc(=O)c2c([nH]1)c(C)cc1[nH]c(C)c(C)c12 | 67.9* | 100.7* | 0.0 | 101.3 | 99.9* | -2.5 | / | 102.2 | /
O=C(c1ccccc1F)N1CCN=C1c1ccccc1 | 2.9 | 6.2 | 0.0 | 107.0 | -1.2 | 13.9 | -0.7 | 100.9 | -1.0
CC(C)Cc1nnc(NC(=O)CCNC(=O)c2ccccc2Cl)s1 | 2.3 | 2.8 | 0.0 | 95.8 | 7.9 | -23.4 | / | 105.5 | /
CSc1ccccc1NC(=O)CSc1cccc[n+]1[O-] | -1.6 | / | 0.0 | 95.5 | / | 9.5 | / | 93.5 | /
COCCCn1c(Cc2csc(Nc3ccc(F)cc3)n2)nnc1SCC(N)=O | -0.2 | 1.0 | 0.0 | 94.0 | -1.3 | -2.4 | -1.3 | 98.2 | 0.1
O=C(C[n+]1ccccc1)Nc1ccccc1[N+](=O)[O-] | -0.5 | 5.5 | 6.0 | 98.2 | 13.8 | -3.7 | 3.0 | 97.2 | 4.0
Cc1ccc(NC(=O)CN2C(=O)c3ccccc3C2=O)c(C)c1 | -1.9 | -0.9 | 1.0 | 98.3 | 5.1 | -4.0 | -1.7 | 104.9 | -1.9
CC(=O)N1c2ccc(S(=O)(=O)NCC3CCC(C(=O)Nc4cc(C)ccn4)CC3)cc2CC1C (centres undefined) | 3.4 | 2.1 | 0.0 | 100.9 | 1.1 | 1.8 | 5.5 | 97.2 | 0.0
COc1ccccc1C(=O)N1CCN(c2ccccn2)CC1 | 2.3 | 4.2 | 0.0 | / | 1.6 | 5.2 | -1.8 | 96.0 | 3.1
O=C(CCC(=O)N1CCOc2ccccc21)NCCCc1ccccc1 | 3.0 | -0.6 | 3.0 | 97.0 | 2.0 | -8.7 | 4.6 | 96.3 | -2.0
CN1CCN(c2ncc3c(n2)CC(c2ccccc2F)CC3=O)CC1 (centres undefined) | -2.9 | 0.9 | 0.0 | 106.1 | -3.1 | -9.3 | 0.6 | 121.5 | 2.3
(continued)
SMILES | GLD-1 RNA inh | Bcl-xL primary | GRK2 aptamer HTS | CIT2-GFP yeast | MCL1-BIM inh | VLA-4 inh | MEX-5 binding | AGP1-GFP MLPCN | Fam108B inh
Cc1cccc(OP(=O)(Nc2c(C)n(C)n(-c3ccccc3)c2=O)Oc2cccc(C)c2)c1 | -0.6 | -1.1 | 0.0 | 98.0 | -1.4 | -5.9 | -2.6 | 103.2 | -1.2
CCOC(=O)c1ccc(NC(=O)c2ccc(CN3CCOCC3)cc2)cc1 | 2.2 | -2.5 | 1.0 | 109.4 | 2.3 | -15.1 | 2.4 | 106.9 | 5.8
Cc1cc(C)c2cc(C#N)c(N3CCCC3)nc2c1 | 8.3 | 6.9 | 3.0 | 95.7 | 1.5 | -36.9 | / | 103.7 | -1.7
O=C(CSCc1c(F)cccc1Cl)NCc1ccco1 | 6.7 | 4.3 | 2.0 | 98.0 | 1.9 | 10.8 | -2.3 | 102.2 | 2.5
Cn1c(SCC(=O)NC2CC2)nnc1-c1cccc(NC(=O)c2ccccc2F)c1 | 2.9 | -15.8 | 4.0 | / | 0.2 | 13.7 | -0.1 | 99.5 | 5.5
CCc1ccccc1NC(=O)CSC1=C(C#N)C(c2ccc3c(c2)OCO3)C2=C(CCCC2=O)N1 (centres undefined) | 3.5 | 16.5 | 16.0 | 104.0 | 14.1 | 3.5 | 2.1 | 112.8 | 3.9
